HT1080 IDH1KD tx: qHTS for induction of synthetic lethality in tumor cells producing 2HG: qHTS for the HT-1080-IDH1KD cell line. HT-1080 IDH1 knockdown viability, ATP luminescence, 48 h. Potency, µM (titrated, usually from 46.1 µM), without a hit: at the top dose activity, negative = toxicity, hits mostly cytotoxic. 360,000 compounds, 2% hits. AID 686971, 2013;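 further: 0% = DMSO wells and -100% = cell-free medium wells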
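After a 2 h attachment period, IDH1KD HT-1080 cells took pin-transferred compound for 48 h at 37 °C; ATP-based luminescence after 10 min room-temperature reagent incubation reported viability.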
KB-3-1 tox: qHTS assay for MDR1-selective chemotherapeutics: Primary screen using the parental adenocarcinoma cell KB-3-1; AID 1347075, 2019; 400,000 compounds, 1.4% hits; Potency, µM (top dose mostly 46.1 µM), without a hit: at the top dose activity change, negative = cytotoxic, usual class: cytotoxic; KB-3-1 viability, CellTiter-Glo ATP luminescence, 72 h; further: on the % scale 0 is the no-effect control and ±100 the full control effect; nearly all actives have a fitted effect of over 60% in size
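Screening of KB-3-1 cells (DMEM, 10% FBS, phenol-red free) ran from lowest to highest compound concentration; after 72 h at 37 °C viability was read luminescently and curves fitted.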
GLP1R ag: qHTS of GLP-1 Receptor Agonists. Glucagon-like peptide 1 receptor (Homo sapiens), P43220. HEK293 GLP-1R CRE-luciferase, luminescence, 4-6 h; cells express a hypersensitive GLP-1R form. Potency, µM (series often up to 45.6 µM), without a hit: at the highest dose activation, actives largely listed as activators. 380,000 compounds, 0.007% hits. AID 624172, 2012; further: % of control where 0% means no effect
Target sequence (P43220 whole entry, looked up): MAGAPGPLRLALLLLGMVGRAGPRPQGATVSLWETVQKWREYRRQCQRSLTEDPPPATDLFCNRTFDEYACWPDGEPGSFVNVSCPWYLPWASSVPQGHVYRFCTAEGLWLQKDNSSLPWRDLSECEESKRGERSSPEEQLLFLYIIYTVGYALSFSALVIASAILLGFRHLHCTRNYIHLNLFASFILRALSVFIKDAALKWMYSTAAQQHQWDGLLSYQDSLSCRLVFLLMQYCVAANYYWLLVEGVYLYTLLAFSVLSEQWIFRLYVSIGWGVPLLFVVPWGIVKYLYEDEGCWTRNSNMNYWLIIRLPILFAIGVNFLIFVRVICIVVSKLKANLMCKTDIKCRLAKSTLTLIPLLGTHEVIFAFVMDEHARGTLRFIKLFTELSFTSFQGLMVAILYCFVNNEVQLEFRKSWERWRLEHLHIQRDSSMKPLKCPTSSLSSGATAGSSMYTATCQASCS
TDP-43 yeast inh: qHTS of TDP-43 Inhibitors; TDP-43 expressing yeast growth rescue, BacTiter-Glo, 24 h; Potency, µM (top dose mostly 46.1 µM), without a hit: top-dose growth rescue (activation), hits mostly activators; 410,000 compounds, 1.8% hits; AID 652104, 2013; further: % of control where 0% means no effect; nearly all actives have a fitted effect of over 50% in size
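Yeast cells expressing TDP-43 under galactose induction are exposed to compounds for 24 hr at 30 deg C. BacTiter-Glo luminescence measures growth, so protective compounds score as activators.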
GLP1R inv ag: qHTS of GLP-1 Receptor Inverse Agonists (Inhibition Mode); Glucagon-like peptide 1 receptor (Homo sapiens), P43220; HEK293 GLP-1R CRE-luciferase, luminescence, 24 h; GLP-1R form is constitutively active; Potency, µM (doses to about 38.3 µM), without a hit: at the highest dose activity change, negative = inhibition, actives largely listed as inhibitors; 410,000 compounds, 1.6% hits; AID 624417, 2012; further: on the % scale 0 is the no-effect control and ±100 the full control effect; nearly all actives have a fitted effect of over 55% in size
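Seeding at 200 cells/uL, 12 h culture, 24 hr compound treatment, then luciferase reagent and a luminescence read; cells are HEK293 stably expressing a constitutively active GLP-1R plus cAMP-responsive luciferase.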
KB-V1 cytotox: qHTS assay for MDR1-selective chemotherapeutics: Primary screen using the drug-selected MDR subline cells KB-V1. Potency, µM (top dose mostly 46.1 µM), for inactives: at the highest dose activity change, negative = cytotoxicity, hits mostly cytotoxic. 400,000 compounds, 3.4% hits. KB-V1 MDR cells viability, CellTiter-Glo, 72 h; further: on the % scale 0 is the no-effect control and ±100 the full control effect; nearly all actives have a fitted effect of over 60% in size
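Potencies derive from concentration-effect curves fitted to normalized luminescence (CellTiter-Glo) of KB-V1 cells treated for 72 h at 37 degrees C in phenol-red-free DMEM containing 10% FBS.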
HEK293 tox: qHTS of GLP-1 Receptor Inverse Agonists: Cytotox Screen. HEK293 cAMP-luciferase reporter cells, luminescence, 24 h. Potency, µM (doses to about 38.3 µM), for inactives: at the highest dose activity change, negative = inhibition, usual class: inhibitors. 410,000 compounds, 0.13% hits;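 further: loss of luciferase light is scored as toxicity; on the % scale 0 is the no-effect control and ±100 the full control effect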
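Luminescence readout: signal drop marks cytotoxicity. Plated cells grew 12 h at 37 °C, 5% CO2, received 23 nL compound for 24 h, then got luciferase reagent, read after 12 min at RT.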
SW480 rerep: A quantitative high throughput screen for small molecules that induce DNA re-replication in SW480 colon adenocarcinoma cells | SW480 DNA re-replication, Hoechst DNA content imaging, 48 h | Potency, µM (highest dose often 46.1 µM), inactives show top-dose re-replication activation, actives largely listed as activators | 340,000 compounds, 1.8% hits | AID 624297, 2012; further: % of control where 0% means no effect; nearly all actives have a fitted effect of over 55% in size
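Compounds, transferred as 23 nL by pin tool, were incubated with cells for 48 hr; DNA content per nucleus was then quantified by Hoechst staining and fluorescence plate imaging.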
HT1080-NT tox: qHTS for induction of synthetic lethality in tumor cells producing 2HG: qHTS for the HT-1080-NT fibrosarcoma cell line; HT-1080-NT fibrosarcoma viability, CellTiter-Glo ATP luminescence, 48 h; Potency, µM (titrated, usually from 46.1 µM), without a hit: top-dose activity, negative = less viability, usual class: cytotoxic; 360,000 compounds, 1.6% hits;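 further: NT is the 2HG producing partner of a matched IDH1 knockdown line; 0% = DMSO-treated cells and -100% = media-only wells without cells; nearly all actives have a fitted effect of over 55% in size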
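750 cells/well, RPMI + 5% FBS; 2 h settle, compound pin-transfer, 48 h at 37 degrees C. CellTiter-Glo 10 min RT, luminescence. Normalized to DMSO and media-only wells.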
An asterisk follows results filed as active; ? = inconclusive; · = not tested or not shown; & = joins results of further samples; [ ] = remark or other dose. The call rests on the fitted dose curve; in most records, active means well fitted curve in the direction sought with a large enough effect; inconclusive means small, poorly fitted or top-dose-only effect, or another doubt; inactive means no such curve, though single readings can be large; an effect the other way counts as inactive or inconclusive. Potency means the concentration at half of the fitted maximal effect.

SMILES | HT1080 IDH1KD tx | KB-3-1 tox | GLP1R ag | TDP-43 yeast inh | GLP1R inv ag | KB-V1 cytotox | HEK293 tox | SW480 rerep | HT1080-NT tox
CCc1ccc(CNC(=O)Cn2nc(-c3ccc(Cl)cc3)ccc2=O)cc1 | · | 4.3% | 9.9% | ? | ? | ? | -10.0% | · | ·
CN1CCC(N(C)C(=O)COc2ccccc2-c2ccccc2)CC1 | 0.7% | -16.4% | -3.2% | -5.8% | -9.9% | -2.6% | -10.4% | 0.9% | -2.8%
COC(=O)CCN(C(=O)c1ccc(OC(C)=O)cc1)c1ccccn1 | 5.3% | -1.2% | -8.5% | -9.9% | 0.0% | 13.0% | -8.0% | -1.2% | 12.7%
O=C1[C@@H]2Cc3c([nH]c4ccccc34)C(c3ccccc3)N2C(=O)CN1C1CCN(Cc2ccccc2)CC1 (stereo not given in full) | ? | 0.0% | -0.1% | -20.2% | 2.24µM* | -27.0% | ? | ? | ?
COc1ccc(C(=O)NCCNC(=O)c2ccc(C)nc2)cc1 | -3.1% | 8.7% | 2.5% | -7.7% | -0.8% | 16.8% | -6.5% | -4.9% | 1.5%
O=C(Nc1nnc([C@H]2C[C@H](O)[C@@H](CO)O2)s1)Nc1ccc(F)cc1F | 16.5% | 0.0% | 11.0% | 19.1% | -3.7% | 14.9% | -9.3% | · | 6.7%
CCN(CCn1cccn1)C(=O)CC1C(=O)NCCN1Cc1ccc(F)cc1 (stereo not given) | 23.3% | -5.9% | -1.2% | -8.1%[9.22 µM] | 1.9%[7.66 µM] | 15.0% | 9.9%[7.66 µM] | 6.4% | 28.9%
CCCCn1c(SC(C)C(=O)NCC2CCCO2)nc2cc(C(=O)OC)ccc2c1=O (stereo not given) | -4.6% | 4.4% | -1.1% | 10.2% | ? | -17.1% | 16.4% | -0.8% | -1.6%
CC(=O)Nc1nnc(Cc2c[nH]c3ccccc23)s1 | -11.3% | 13.9% | 2.4% | -1.5% | -7.2%[7.66 µM] | -2.8% | 6.1%[7.66 µM] | -2.7% | -17.9%
COc1ccccc1-c1cn[nH]c(=S)n1 | 5.1% | 13.2% | -2.0% | 19.3% | 27.8% | 21.3% | -0.9% | -4.9%[9.22 µM] | 7.7%
COc1ccc(NC2CCCN(C(=O)CCN3CCCC3=O)C2)cc1 (stereo not given) | 2.0% | -0.7% | -8.8% | 5.9% | -1.2% | -9.0% | 19.7% | -0.6% | 1.2%
Cc1cccc(NC(=O)CSc2nc3nc4c(cc3c(=O)n2-c2ccccc2)CCCC4)c1 | -9.4% | ? | 2.6% | 4.9% | ? | ? | ? | ? | 1.0%
Cc1cc(C)nc(SC(C)CNS(=O)(=O)c2ccccc2)n1 (stereo not given) | 14.1% | 20.6% | -0.1% | 2.7% | 14.3% | 3.0% | 4.0% | 24.5% | 21.0%
CCOC(=O)CC(=O)CSc1nc2ccccc2c(=O)n1CCc1ccccc1 | · | -7.9% | · | ? | ? | 16.2% | 2.1% | · | ·
CC1CCN(C(=O)COC(=O)Cn2cnc3ccccc32)CC1 | -0.3% | 10.4% | 0.8% | 1.6% | -10.4% | 0.0% | 2.7% | -6.1% | 7.6%
COc1ccc(CC(=O)OCC(=O)N(C)C2CCS(=O)(=O)C2)cc1OC (stereo not given) | -4.9% | -0.6% | -18.0% | 1.8% | 7.7% | 1.6% | 4.1% | -6.1% | -4.6%
Cc1nn(-c2ccccc2)c(C)c1C(=O)NCc1ccc(F)cc1 | 23.0% | 0.2% | -0.3% | ? | 1.4% | -11.9% | -12.0% | -5.7% | 22.1%
CC(=O)Nc1ccc(S(=O)(=O)NC2(C(F)(F)F)NC(=O)N(c3ccccc3F)C2=O)cc1 (stereo not given) | 14.8% | 8.8%&2.0% | -0.2% | 17.3%&-2.6% | 1.4%&16.5% | 17.4%&12.5% | -0.3%&5.4% | -6.2% | 12.4%
CCOC(=O)CC(=O)NC(C)(C)CCCCC(C)(C)NC(=O)CC(=O)OCC | 7.9% | 8.0% | -6.2% | 9.9% | 11.0% | 2.2% | -0.3% | -7.5% | 13.0%
CCOc1ccc(NC(=O)CSc2nc3c(c(=O)n2C)SC(C)C3)cc1 (stereo not given) | -1.2% | -15.3% | -1.7% | 20.7% | 41.7%[activator] | 0.0% | -4.2% | -10.0% | 14.3%
O=c1c(-c2n[nH]c(=S)o2)cccn1Cc1ccccc1 | 8.3% | -0.2% | 3.2% | -9.8% | 9.9% | 25.7% | 8.4% | -1.0% | 4.9%
Cc1cc(C)cc(CSCC(=O)N/N=C/c2ccc(OCC(=O)NCc3ccco3)cc2)c1 | ? | ? | -3.5% | -13.7% | ? | ? | -25.4% | 1.2% | ?
COc1ccc(S(=O)(=O)N2CCN(C(=S)NC3CCCCC3)CC2)cc1 | 4.1% | -14.8% | 0.2% | -3.6% | 1.4% | 5.5% | 0.9% | 5.4% | 0.0%
CCOCC(=O)Nc1c(C(=O)N2CCN(c3ncccn3)CC2)oc2ccccc12 | -2.2% | 4.9% | 10.1% | 23.4% | 42.1%[activator] | 9.8% | -9.6% | -4.9% | 0.2%
O=C(Cn1nnc(-c2cccs2)n1)NCc1ccccc1 | -4.2% | 4.3% | -1.2% | 12.5% | -3.0% | 0.0% | -4.0% | -3.0% | -2.0%
SMILES | HT1080 IDH1KD tx | KB-3-1 tox | GLP1R ag | TDP-43 yeast inh | GLP1R inv ag | KB-V1 cytotox | HEK293 tox | SW480 rerep | HT1080-NT tox
O=C(CN1C(=O)C2C3C=CC(C3)C2C1=O)NCCc1ccccc1Cl (stereo not given) | 7.1% | ? | -5.7% | 3.0% | -1.1% | -0.1% | 5.7% | -4.2% | 1.0%
Cc1cc(-c2ccc(C(C)C)c(S(=O)(=O)NCCN3CCC(C)CC3)c2)on1 | -10.7% | -10.6% | 10.2% | 10.0% | ? | 6.2% | 17.5% | -7.3% | -2.2%
O=C1CN(C(=O)CNC(=O)c2ccccc2Cl)c2ccccc2N1 | 24.0% | -2.4% | 10.2% | -16.0%[9.22 µM] | 0.4%[7.66 µM] | 15.6% | 0.5%[7.66 µM] | 0.0% | 14.6%
OC(c1ccccc1)c1ncc(-c2ccc(Oc3ccccc3)cc2)[nH]1 (stereo not given) | -27.0% | 0.0% | 12.7% | 11.0% | ? | -8.1% | -24.1% | · | ?
O=C1c2ccccc2C(=O)N1CCCc1c[nH]c2ccc(Cl)cc12 | -29.3% | ? | 5.5% | 10µM* | ? | 20.6µM* | -3.2% | -99.8%[inhibitor] | -0.8%
Cc1ccc(C(=O)CCC(=O)Nc2ncccc2O)cc1 | -5.3% | -2.8% | 3.3% | -19.6% | 3.5% | 3.1% | 2.1% | -292.6%[inhibitor] | 3.2%
O=C(COC(=O)CCc1ccc(S(=O)(=O)N2CCOCC2)cc1)NC(=O)NC1CCCCC1 | 7.7% | -6.9% | 8.2% | ? | 13.0% | -0.9% | -17.0% | -4.8% | 5.0%
O=C(CO/N=C/c1ccccc1O)NNC(=O)c1ccccc1Cl | -23.8% | -2.7% | 3.0% | 3.16µM* | ? | -6.3% | -68.4% | -2.0% | 6.6%
CC(=O)Nc1sc(C)c(C)c1C(=O)OCC(=O)Nc1ccc(S(N)(=O)=O)cc1 | -4.9% | · | -7.3% | 11.7% | 9.2% | · | -10.7% | 8.2% | -1.2%
Cc1ccc(OCc2nnc(SC(C)C(=O)O)n2Cc2ccccc2)cc1 (stereo not given) | 0.1% | 15.1% | 0.1% | 16.3% | 16.4% | 7.3% | 10.2% | -2.8% | 7.7%
O=C(O)c1ccc(NC(=O)c2ccc3c(c2)C(=O)N(c2ccccc2)C3=O)cc1 | 4.1% | 0.0% | -4.1% | 1.6% | 21.2% | -19.3% | 14.2% | -8.1% | -4.6%
Cc1nnc(SCc2cccc([N+](=O)[O-])c2)[nH]c1=O | -1.8% | ? | 4.2% | -14.2% | 6.6% | -16.3% | -1.0% | -7.8% | 0.2%
O=C(Nc1cccc(-c2cscn2)c1)C1CCN(Cc2ccc(CO)o2)CC1 | 0.6% | 1.7% | -1.3% | 4.4% | -14.3% | 15.7% | 0.8% | -4.3% | 2.3%
Cc1ccc2c(c1)[nH]c1c(=O)n(Cc3ccccn3)cnc12 | -22.6% | -10.2% | 34.8% | -1.8% | 51.0%[activator] | -5.1% | 0.8% | -13.5% | -12.4%
O=C(C[n+]1ccc(Cc2ccccc2)cc1)Nc1ccc([N+](=O)[O-])cc1Cl | 1.0% | -14.7% | -4.2% | -11.3% | -14.0% | 18.1% | -21.2% | 11.4% | -3.6%
COc1ccc(C(=O)Nc2ccccc2C(=O)N/N=C/c2ccccc2OC)cc1 | -23.8% | -19.6% | -48.6%[inhibitor] | -3.6% | -16.8% | ? | 62.0%[activator] | 3.3% | -25.0%

Record cards, as listed above. Order of screens: HT1080 IDH1KD tx, KB-3-1 tox, GLP1R ag, TDP-43 yeast inh, GLP1R inv ag, KB-V1 cytotox, HEK293 tox, SW480 rerep, HT1080-NT tox
Listed for Cc1ccc(OCc2nnc(SC(C)C(=O)O)n2Cc2ccccc2)cc1 (stereo not given) = 0.1%, 15.1%, 0.1%, 16.3%, 16.4%, 7.3%, 10.2%, -2.8%, 7.7%
Listed for OC(c1ccccc1)c1ncc(-c2ccc(Oc3ccccc3)cc2)[nH]1 (stereo not given) = -27.0%, 0.0%, 12.7%, 11.0%, ?, -8.1%, -24.1%, ·, ?
Listed for O=C(CO/N=C/c1ccccc1O)NNC(=O)c1ccccc1Cl = -23.8%, -2.7%, 3.0%, 3.16µM*, ?, -6.3%, -68.4%, -2.0%, 6.6%
Listed for O=C1CN(C(=O)CNC(=O)c2ccccc2Cl)c2ccccc2N1 = 24.0%, -2.4%, 10.2%, -16.0%[9.22 µM], 0.4%[7.66 µM], 15.6%, 0.5%[7.66 µM], 0.0%, 14.6%

Source: PubChem BioAssay
